Screens: PubChem, Johns Hopkins Ion Channel Center
RGS4 block = RGS4 inhibitors, primary screen, cell-based, HEK293 M3R inducible RGS4, calcium flux; Regulator of G-protein signaling 4 (Homo sapiens), P49798; Fluo-4 calcium flux; active compounds read high; triggered by carbachol at its EC20; B-score at 10 µM; hit rate 0.45% among 310,000;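 active = B-score, a plate-corrected calcium signal, over three deviations above library mean, with baseline fluorescence within five deviations of library mean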;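 also: RGS4 expression induced by doxycycline in cells with stable M3 receptor; B-score is computed from the integrated fluorescence ratio over baseline after carbachol; higher B-score means a larger calcium signal and so more RGS4 inhibition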
Target sequence (P49798 whole entry, looked up): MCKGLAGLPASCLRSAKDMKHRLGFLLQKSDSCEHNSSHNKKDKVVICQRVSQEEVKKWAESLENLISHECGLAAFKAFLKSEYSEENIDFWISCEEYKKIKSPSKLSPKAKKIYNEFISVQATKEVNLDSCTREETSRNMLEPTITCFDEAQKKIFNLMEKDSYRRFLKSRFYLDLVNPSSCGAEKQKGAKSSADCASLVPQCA
ANO1 block = TMEM16A chloride channel inhibitors, primary screen, cell-based, HTS; Anoctamin-1 (Mus musculus), Q8BHY3; HEK293 TMEM16A/YFP iodide influx fluorescence, ionomycin; normalized B-score (activity score, 25-100; higher = stronger inhibition) at 10 µM; hit rate 1.2% among 310,000;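 active = ratio plate-corrected score three or more library SD toward inhibition, starting fluorescence score within five deviations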;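 also: score derived from kinetic fluorescence span divided by baseline fluorescence per well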
TRPC4 block = inhibitors of mouse TRPC4 channel, primary screen, Fluo4 calcium, HEK293 TRPC4beta/mu-opioid cells. Short transient receptor potential channel 4 (Mus musculus), Q9QUQ5. DAMGO-evoked Fluo4 calcium flux; active compounds read low. B-score at 10 µM. hit rate 0.39% among 300,000. AID 2247, 2010;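 active = B-score over 3 SD under the library average, no early fluorescence shift, positive overall ratio signal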
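Assay system: HEK293 cells with stable TRPC4beta plus mu-opioid receptor expression; Probe or stimulus: DAMGO in two steps, submaximal then maximal; Dosing: single-point compound dosing; Measured by: Fluo4 calcium-dye fluorescence, kinetic read; Read-out basis: B score from integrated Fluo4 fluorescence ratio.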
TMEM16A act = TMEM16A chloride channel activators or potentiators, primary screen, cell-based, HTS. Anoctamin-1 (Mus musculus), Q8BHY3. HEK293 TMEM16A/YFP-H148Q/I152L, iodide quench fluorescence; active compounds read low. B-score at 10 µM. hit rate 0.3% among 340,000. AID 623877, 2012;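 active = fluorescence-ratio B-score plate-corrected deviation score at least 3 library SD below zero, with starting fluorescence score within 5 deviations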;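 also: channel opened by trigger with iodide after compound preincubation; score built on the fluorescence ratio of max minus min over baseline; more negative score means more quench and so TMEM16A activation or potentiation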
TRPC6 inh = mouse TRPC6 channel inhibitors, primary screen, cell-based, HEK293, membrane potential dye | hit rate 1.1% among 310,000 | ACh-evoked depolarization; active compounds read low | Short transient receptor potential channel 6 (Mus musculus), Q61143 | B-score at 10 µM | AID 2553, 2010;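 active = B-score under library mean minus 3 SD, initial fluorescence not abnormally high, positive integrated signal ratio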;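 also: B-score derived from integrated fluorescence ratio over the kinetic read; more negative B-score means stronger inhibition of depolarization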
MrgX1 agonist = agonists of human MrgX1 receptor, primary screen, HEK293 cells, Fluo-4 calcium flux; Mas-related G-protein coupled receptor member X1 (Homo sapiens), Q96LB2; Fluo-4 calcium fluorescence, agonist mode; active compounds read high; B-score at 10 µM; hit rate 0.44% among 310,000;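 active = calcium response B-score plate-corrected fluorescence ratio at least 3 library SD, with starting fluorescence B-score inside 5 SD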
Target sequence (Q96LB2 whole entry, looked up): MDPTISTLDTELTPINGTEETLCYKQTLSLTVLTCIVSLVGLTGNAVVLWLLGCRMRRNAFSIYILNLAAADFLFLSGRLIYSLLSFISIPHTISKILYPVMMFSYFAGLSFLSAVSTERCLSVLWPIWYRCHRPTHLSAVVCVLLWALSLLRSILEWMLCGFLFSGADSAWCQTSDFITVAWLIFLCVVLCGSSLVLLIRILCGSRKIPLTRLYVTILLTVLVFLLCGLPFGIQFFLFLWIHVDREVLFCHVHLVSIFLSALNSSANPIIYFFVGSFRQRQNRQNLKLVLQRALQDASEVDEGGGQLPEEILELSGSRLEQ
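System – MrgX1-expressing HEK293 cells · Incubation – cells plated overnight, dye loaded 0.5 h 37 °C, 0.5 h room temperature · Technique – kinetic Fluo-4 NW fluorescence of intracellular calcium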
MrgX1 allo act = positive allosteric modulators of MrgX1, primary screen, HEK293 cells, Fluo-4 calcium flux. Mas-related G-protein coupled receptor member X1 (Homo sapiens), Q96LB2. AID 588675, 2011. B-score at 10 µM. hit rate 0.63% among 310,000. FDSS; active compounds read high;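 active = plate-corrected calcium response at least 3 library SD above typical, normal starting fluorescence, not activating the receptor alone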;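 also: compound read alongside a low EC10 to EC30 dose of BAM8-22 agonist; peak minus trough fluorescence over baseline measured at the second addition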
TRPC6 activator = mouse TRPC6 channel activators, primary screen, cell-based, HEK293, membrane potential dye | Short transient receptor potential channel 6 (Mus musculus), Q61143 | HEK293-TRPC6 membrane potential dye fluorescence; active compounds read high | B-score at 10 µM | hit rate 0.13% among 310,000;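 active = B-score of the integrated fluorescence ratio above library mean plus 3 SD, and starting fluorescence ratio within library mean plus 5 SD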;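 also: higher score means more depolarization so channel activation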
TRPC4 agonist = activators of mouse TRPC4 channel, primary screen, Fluo4 calcium, HEK293 TRPC4beta/mu-opioid cells | Short transient receptor potential channel 4 (Mus musculus), Q9QUQ5 | Fluo4 calcium fluorescence; active compounds read high | B-score at 10 µM | hit rate 0.49% among 310,000;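 active = B-score above 5 SD of library B-scores, and initial fluorescence ratio not above library mean plus 5 SD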;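 also: positive B-score marks a calcium rise read as TRPC4 activation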
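System: HEK293 cells stably co-expressing mouse TRPC4beta and mu-opioid receptor; Schedule: Fluo4 dye loading 45 min at room temperature, 110 s recording; Detection: Fluo4 fluorescence, kinetic; Evaluation: B-scored integrated calcium fluorescence ratio; Controls: buffer (low) and maximal DAMGO (high).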
MrgX1 antag = antagonists of human MrgX1 receptor, primary screen, HEK293 cells, Fluo-4 calcium flux | Mas-related G-protein coupled receptor member X1 (Homo sapiens), Q96LB2 | BAM8-22 antagonism; active compounds read low | B-score at 10 µM | hit rate 1.3% among 310,000;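 active = calcium-response B-score plate-corrected more than 3 library SD below zero, starting fluorescence within 5 deviations, no agonist response on first addition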;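 also: peak minus trough fluorescence over baseline after final BAM8-22 challenge near maximal dose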
TRPC4 potent = positive allosteric modulators of TRPC4, primary screen, cell-based, mouse TRPC4beta, HEK293 mu-opioid, Fluo-4 calcium; hit rate 0.42% among 310,000; B-score at 10 µM; DAMGO EC20, Fluo-4 Ca2+ flux; active compounds read high;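 active = B-score of calcium response area above 5 SD of library B-scores, with initial fluorescence ratio within 5 SD of library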;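 also: B-score of integrated fluorescence ratio over time as area under calcium response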
Starred values were filed as active, the others as inactive; i = inactive; nt = not tested or not shown.

SMILES	RGS4 block	ANO1 block	TRPC4 block	TMEM16A act	TRPC6 inh	MrgX1 agonist	MrgX1 allo act	TRPC6 activator	TRPC4 agonist	MrgX1 antag	TRPC4 potent
Brc1ccc(NC2=Nc3ccccc3CC2)cc1	i	i	i	i	i	i	i	i	i	i	i
CC(C)CN(C(=O)CSc1nnc2c(Cl)cc(C(F)(F)F)cn12)C1CCS(=O)(=O)C1 (stereo not given)	i	i	i	i	i	i	i	i	i	i	i
COc1ccc2cc(C3OCCO3)c(Cl)nc2c1	i	i	i	i	i	i	i	i	i	i	i
Cc1ccc(OC(C)C(=O)Nc2ccc(C)c(S(=O)(=O)Nc3ccc(C)cc3C)c2)cc1 (stereo not given)	i	i	i	i	i	i	i	i	i	i	i
O=C(Cn1cc(C(F)(F)F)cc(Cl)c1=O)Nc1cc(S(=O)(=O)N2CCOCC2)ccc1Cl	i	i	i	i	i	i	i	i	i	i	i
COc1ccc(S(=O)(=O)N(C)CC(=O)NCc2cccnc2)cc1OC	i	i	i	i	i	i	i	i	i	i	i
CCOC(=O)c1c(-n2cnnn2)sc(C)c1C	i	i	i	i	i	i	i	i	i	i	i
CCCn1c(=O)c(C(=O)NCc2ccccc2Cl)c(O)c2ccccc21	i	i	i	i	i	i	i	i	i	i	i
Cc1nn(Cc2ccc(Cl)cc2)c(C)c1NC(=O)CSc1n[nH]c(C)c1[N+](=O)[O-]	i	i	i	i	i	i	i	i	i	-4.81*	i
CN(C)c1nc2ccc(OCCN3CCCCC3)cc2s1	i	i	i	i	i	i	i	i	i	i	i
O=C(Nc1ccc(CSc2ccccc2)cc1)c1ccc(CN2CCOCC2)cc1	i	i	i	i	i	i	i	i	i	i	i
CC(C)CC(=O)NC1(C(F)(F)F)NC(=O)N(c2ccccc2)C1=O (stereo not given)	i	i	i	i	i	i	i	i	i	i	i
CCCCCN(C(=O)CSc1n[nH]c(-c2ccc(C)cc2)n1)c1c(N)n(CCCC)c(=O)[nH]c1=O	i	i	i	i	i	i	i	i	i	i	i
O=C(CCC(=O)N1CCCC1)Nc1ccc([N+](=O)[O-])cc1	i	i	i	i	i	i	i	i	i	i	i
C=CCn1c(NC(=O)c2ccc(Br)o2)c(C(=O)OCC)sc1=S	i	i	i	i	i	i	i	i	i	i	i
COC(=O)C1=C(N)Oc2cc(C)oc(=O)c2C1c1cccnc1 (stereo not given)	i	i	i	i	i	i	i	i	i	i	i
Clc1cccc(CSc2nnc(-c3sccc3-n3cccc3)o2)c1	i	i	i	i	i	i	i	i	i	i	i
CC1CCc2sc(C(=O)NNS(=O)(=O)c3ccc(F)c(F)c3F)cc2C1 (stereo not given)	i	i	i	i	i	i	i	i	i	i	i
O=C(N/N=C/c1ccc([N+](=O)[O-])o1)c1ccc2c(c1)OCO2	i	i	i	i	i	i	i	i	i	i	i
C/C=C\C(=O)Nc1cccc(C2=NOC3(C2)C[C@@H](C(N)=O)N(C(=O)CC(c2ccccc2)c2ccccc2)C3)c1 (stereo not given in full)	i	i	i	i	i	i	i	i	i	i	i

The last 2 records of the part above lead into the next:
SMILES	RGS4 block	ANO1 block	TRPC4 block	TMEM16A act	TRPC6 inh	MrgX1 agonist	MrgX1 allo act	TRPC6 activator	TRPC4 agonist	MrgX1 antag	TRPC4 potent
O=C(N/N=C/c1ccc([N+](=O)[O-])o1)c1ccc2c(c1)OCO2	i	i	i	i	i	i	i	i	i	i	i
C/C=C\C(=O)Nc1cccc(C2=NOC3(C2)C[C@@H](C(N)=O)N(C(=O)CC(c2ccccc2)c2ccccc2)C3)c1 (stereo not given in full)	i	i	i	i	i	i	i	i	i	i	i
NC(=O)c1ccc(NC(=S)NCc2ccco2)cc1	i	i	i	i	i	i	i	i	i	i	i
O=C(Nc1ccc(S(=O)(=O)NCCc2ccccc2)cc1)c1ccco1	i	i	i	i	i	i	i	i	i	i	i
CC1CCN(C(=O)c2ccc(NS(=O)(=O)c3ccccc3)cc2)CC1	i	i	i	i	i	i	i	i	i	i	i
COc1ccc(N2CCN(C3CCCCC3NS(=O)(=O)c3ccc(Cl)cc3)CC2)cc1 (stereo not given)	i	i	i	i	i	i	i	i	i	-7.57*	15*
COc1ccc(Nc2nc(N)nc(CSc3nccn3C)n2)cc1	i	i	i	i	i	i	i	i	i	-4.88*	i
CCOC(=O)[C@@H]1[C@H]2COc3cc(OC)ccc3[C@H]2N2C(=O)N(c3ccc(F)cc3)C(=O)[C@]12C	i	i	i	i	i	i	i	i	i	i	i
O=C(COC(=O)c1ccccn1)NC12CC3CC(CC(C3)C1)C2	i	i	i	i	i	i	i	i	i	i	i
CCCCOc1ccc(C(=O)NCC(=O)N2CC=C(c3ccccc3)CC2)cc1	i	i	i	i	i	i	i	i	i	i	i
Cc1cccc(NC2=NC(C)(C)N=C(N)N2)c1C	i	i	i	i	i	i	i	i	i	i	i
CC(C)c1ccc(C(=O)N/N=C/c2cccc(Cl)c2Cl)cc1	i	i	i	i	i	i	6.49*	i	i	i	i
Cc1ccc(-c2onc3ccc(C=O)cc23)cc1	i	i	i	i	i	i	i	i	i	i	i
CCN(C(=O)C1CCCN1S(=O)(=O)c1ccc2c(c1)n(C)c(=O)c(=O)n2C)c1ccccc1 (stereo not given)	i	i	i	i	i	i	i	i	i	i	i
COc1ccc(C(=O)Nc2ccc(-c3ccc(NC(=O)c4ccc(OC)cc4)c(OC)c3)cc2OC)cc1	i	i	i	i	i	i	i	i	i	i	i
COc1ccc(NC(=O)Cn2cccc2)c(OC)c1	i	i	i	i	i	i	i	i	i	i	i
Cc1ccc(N=Nc2c(C)[nH]n(C(N)=S)c2=O)cc1C	i	i	i	i	i	i	i	i	i	i	i
N#CCC(=O)N/N=C/c1ccc(OCc2ccccc2)cc1	i	i	i	i	i	i	i	i	i	i	i
Cc1ccc(NC(=O)C(=O)NCCN2CCN(S(C)(=O)=O)CC2)cc1	i	i	i	i	i	i	i	i	i	i	i
COc1ccc2[nH]cc(C(O)CN3CCN(c4ccccc4F)CC3)c2c1 (stereo not given)	i	i	i	i	i	i	i	i	i	i	i
COc1cc(/C=N/Nc2nc3ccccc3s2)cc([N+](=O)[O-])c1O	i	i	i	i	i	i	i	i	i	i	i
Cc1ccccc1OCC(=O)NCC(c1ccco1)N1CCCCC1 (stereo not given)	i	i	i	i	i	i	i	i	i	i	i
COc1ccc(/C=N/n2cc(-c3ccccc3)nc2N)cc1	i	i	i	i	i	i	i	i	i	i	i
CCOC(=O)c1c(NC(=O)COc2ncnc3ccccc23)sc(C)c1C	i	i	i	i	i	i	i	i	i	i	i
COc1ccc([C@@H]2[C@@H]3C(=O)N(C(C)(C)C)C(=O)[C@@H]3[C@]3(C)C(=O)N(c4cccc(Cl)c4)C(=O)N23)cc1	i	i	i	i	i	i	i	i	i	i	i
O=[N+]([O-])c1ccc(Cl)c(S(=O)(=O)Nc2ccc(-c3ccc(N4CCCC4)nn3)cc2)c1	i	i	i	i	i	i	i	i	i	i	i
Cc1ccc(S(=O)(=O)N2CCc3ccccc3C2)cc1	i	i	i	i	i	i	i	i	i	i	i
O=C(CCC1CCCC1)Nc1cccc(Cc2ccncc2)c1	i	i	i	i	i	i	i	i	i	i	i
Cc1nc(Nc2ccc(F)cc2)[nH]c(=O)c1CCC(C)C	i	i	i	i	i	i	i	i	i	i	i
CCOc1ccc(NC(=O)C2CC(=O)N(C(C)C)C2)cc1 (stereo not given)	i	i	i	i	i	i	i	i	i	i	i
N#Cc1c(N2CCOCC2)nc(N2CCCCC2)c2c1CCN(C1CCCCC1)C2	i	i	i	nt	i	i	i	i	i	i	i
Fc1ccc(F)c(C2=NNC(=Nc3ccccc3F)SC2)c1	i	i	i	i	i	i	i	i	i	i	i
COc1ccc(C(=O)N2CCN(c3ccc(NC(=O)Cc4ccccc4)cc3)CC2)cc1	i	i	i	i	i	i	i	i	i	i	i
COC(=O)c1ccc(NC(=O)CN(c2ccc(OC)cc2)S(C)(=O)=O)cc1	i	i	i	i	i	i	i	i	i	i	i
Cc1cccc(CCNC(=O)CNS(=O)(=O)c2ccc3nc(C)sc3c2)c1	i	i	i	i	i	i	i	i	i	i	i
O=C1CC(c2ccccc2)CC(O)=C1C=Nc1ccccc1 (stereo not given)	i	i	i	i	i	i	i	i	i	i	i
CCN1CCN(CCCN(Cc2ccco2)C(=S)Nc2ccc(C)c(Cl)c2)CC1	i	i	i	i	i	i	i	i	i	i	i
N#CCSc1nnc(C2CCCCC2)n1Cc1ccccc1	i	i	i	i	i	i	i	i	i	-7.1*	i
CC(C)[C@H](NC(=O)N1CC(=O)Nc2ccccc21)C(=O)N1CCC[C@H]1C(=O)O	i	i	i	i	i	i	i	i	i	i	i
c1ccc(-c2nc(-c3ccco3)cs2)nc1	i	i	i	i	i	i	i	i	i	i	i
Cc1ccc(S(=O)(=O)N/N=C/c2ccc(O)cc2O)cc1[N+](=O)[O-]	i	i	i	i	i	i	i	i	i	i	i
C=CCC1(NCc2ccco2)CCN(CC)CC1	i	i	i	i	i	i	i	i	i	i	i
Cc1c2cnn(CC(=O)NCc3ccccn3)c(=O)c2c(C)n1Cc1ccccc1	i	i	i	i	i	i	i	i	i	i	i
COc1ccc(C)cc1NC(=O)C1C2C=CC(C2)C1C(=O)O (stereo not given)	i	i	i	i	i	i	i	i	i	i	i
